hcDAF12 agonist – activators of H. contortus DAF-12 nuclear receptor. 1.4% of 370,000 active. activation, % at 6.8 µM. AID 652067. HEK293 hcDAF-12 lit1-tk-luc reporter, luminescence; 0% DMSO, 100% Δ7-dafachronic acid;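 active = activation above the mean of all tested compounds plus 3 SD, cut at about 5.5% in these data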;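 also: 100% = response to 3 µM Δ7-dafachronic acid high control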
hgDAF-12 ag – agonists of H. glycines DAF-12 nuclear receptor. HEK293 GAL4-hgDAF12 UAS-luciferase reporter, agonist luminescence; normalized to butyrate control. activation, % at 6.8 µM. 1.8% of 370,000 active;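 active = activation above a cutoff set at the mean of all screened compounds plus 3 SD, cut at about 10% in these data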;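 also: 0% = DMSO wells and 100% = sodium butyrate wells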
DAX1 inh-1 – inhibits human nuclear receptor DAX1; P51843; HEK293 Gal4-DAX1 luciferase reporter, luminescence; inhibition, % at 6.75 µM; 0.99% of 340,000 active; AID 504766;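 active = inhibition above the mean over all tested compounds plus 3 SD, cut at about 4.2% in these data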;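 also: 0% = DAX1-transfected cells with DMSO and 100% = empty-vector control cells with DMSO; inhibition shows as a rise in luminescence from relieved DAX1 repression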
MBD2 inh – MBD2-methylated oligo binding inhibition | TR-FRET, MBD2 binding to methylated oligonucleotide | inhibition, % at 4.4 µM | Q9UBB5 | 0.31% of 370,000 active; in the data active = inhibition above about 13%
ADAM17 inh – inhibitors of human ADAM17; inhibition, % at 6.95 µM; P78536; recombinant ADAM17, EDANS/DABCYL FRET peptide cleavage; 0.83% of 370,000 active;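 active = inhibition above the mean of compounds lying between control limits plus 3 SD, set per campaign, cut at about 8.5% in these data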;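 also: 0% = DMSO-only wells as the low control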
SMARCA2 act – SMARCA2 function activation, primary screen; MG213 cells, MMTV-luciferase reporter, dexamethasone, overnight; activation, % at 9.1 µM; 1% of 370,000 active; in the data active = activation above about 7.8%;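 also: 0% = vehicle wells and 100% = reference activator wells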
DAX1 inh-2 – inhibitors of DAX1 repression of SF-1 activated StAR promoter. HEK293T StAR-luciferase reporter, SF-1/DAX-1 repression relief. inhibition, % at 6.8 µM. 1.1% of 370,000 active. AID 652010;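 active = inhibition above the mean over all tested compounds plus 3 SD, cut at about 3.6% in these data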;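 also: 0% = DAX-1 cells with DMSO and 100% = cells lacking DAX-1 with DMSO; higher inhibition means more luminescence from relief of DAX-1 repression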
PLC-beta3 inh – inhibitors of human phospholipase C beta3 | Q01970 | Purified PLC-beta3, fluorogenic substrate, fluorescence | inhibition, % at 12.2 µM | 0.18% of 370,000 active | AID 720704; in the data active = inhibition above about 11%;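 also: 0% = median of compound wells on plate and 100% = full blocker control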
Target sequence (Q01970 whole entry, looked up): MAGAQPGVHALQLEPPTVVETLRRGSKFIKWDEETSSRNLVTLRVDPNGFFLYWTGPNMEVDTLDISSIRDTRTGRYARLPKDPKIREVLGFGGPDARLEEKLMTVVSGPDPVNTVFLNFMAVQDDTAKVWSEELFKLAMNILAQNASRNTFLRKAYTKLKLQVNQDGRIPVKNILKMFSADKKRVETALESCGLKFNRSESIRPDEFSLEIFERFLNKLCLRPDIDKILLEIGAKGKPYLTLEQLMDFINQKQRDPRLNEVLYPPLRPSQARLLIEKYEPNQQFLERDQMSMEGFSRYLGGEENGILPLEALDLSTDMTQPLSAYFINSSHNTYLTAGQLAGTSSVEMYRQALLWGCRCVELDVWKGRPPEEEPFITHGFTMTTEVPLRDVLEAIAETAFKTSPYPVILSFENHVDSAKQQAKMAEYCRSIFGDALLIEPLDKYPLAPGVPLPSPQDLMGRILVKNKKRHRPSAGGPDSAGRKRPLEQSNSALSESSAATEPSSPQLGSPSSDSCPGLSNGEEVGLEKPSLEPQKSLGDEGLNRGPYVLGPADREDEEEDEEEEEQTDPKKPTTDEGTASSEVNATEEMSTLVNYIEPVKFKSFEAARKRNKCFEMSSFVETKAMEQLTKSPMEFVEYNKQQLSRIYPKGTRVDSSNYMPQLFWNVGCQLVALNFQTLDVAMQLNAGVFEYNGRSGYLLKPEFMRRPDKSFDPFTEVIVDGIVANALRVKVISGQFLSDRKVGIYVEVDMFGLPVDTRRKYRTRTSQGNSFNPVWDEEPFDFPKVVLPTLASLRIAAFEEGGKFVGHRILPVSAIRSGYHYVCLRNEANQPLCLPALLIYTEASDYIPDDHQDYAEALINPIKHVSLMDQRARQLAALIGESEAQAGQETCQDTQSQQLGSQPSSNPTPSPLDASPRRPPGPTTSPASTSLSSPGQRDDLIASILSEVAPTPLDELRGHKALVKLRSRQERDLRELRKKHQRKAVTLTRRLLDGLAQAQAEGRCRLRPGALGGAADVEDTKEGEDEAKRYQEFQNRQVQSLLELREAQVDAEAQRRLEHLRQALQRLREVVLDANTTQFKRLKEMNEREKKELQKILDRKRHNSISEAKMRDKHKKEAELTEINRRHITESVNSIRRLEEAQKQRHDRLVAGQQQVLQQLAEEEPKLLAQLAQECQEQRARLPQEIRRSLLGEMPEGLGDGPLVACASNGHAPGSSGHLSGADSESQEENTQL
NR1D1 modulator – modulators of human Rev-erb alpha DNA binding | P20393 | Rev-erbα–FITC-DNA binding, fluorescence polarization, 90 min | 0.79% of 370,000 active | activity, % at 10 µM;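 active = activity above about 14%, limit read from the data; passing the limit was not always enough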;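 also: 0% = DMSO wells with 35 nM protein and 100% = DMSO wells with 750 nM protein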
ssDAF-12 act – activators of S. stercoralis DAF-12 nuclear receptor. activation, % at 6.8 µM. 1% of 370,000 active. HEK293 ssDAF-12/GRIP1 lit1-tk-luc reporter, luminescence; % of 3 µM dafachronic acid response;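 active = activation above the mean over all tested compounds plus 3 SD, cut at about 0.9% in these data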;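 also: 0% = DMSO-only wells and 100% = 3 µM delta7-dafachronic acid wells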
PLC-gamma1 inh – inhibitors of human phospholipase C gamma1. P19174. purified PLC-gamma1, fluorogenic substrate, fluorescence. inhibition, % at 12.2 µM. 0.84% of 370,000 active; in the data active = inhibition above about 9.5%
Active calls of the source: *; / = no result given.

Compound | hcDAF12 agonist | hgDAF-12 ag | DAX1 inh-1 | MBD2 inh | ADAM17 inh | SMARCA2 act | DAX1 inh-2 | PLC-beta3 inh | NR1D1 modulator | ssDAF-12 act | PLC-gamma1 inh
CCCn1c(-c2cccs2)nc2c1c(=O)[nH]c(=O)n2Cc1ccccc1 | -1.7 | -0.2 | 0.3 | -9 | -29 | -1 | -0.3 | -26 | 23* | -1.8 | -9
Cc1cc2c(c(=O)n1Cc1ccco1)C(c1cccnc1)C(C#N)=C(N)O2 (stereo not drawn) | 0.1 | 0.0 | 0.0 | -2 | -16 | -1 | 0.4 | -60 | 5 | -1.0 | -40
CCC(OC(=O)c1ccco1)C(=O)NCc1ccco1 (stereo not drawn) | -1.2 | -2.0 | 3.5 | 3 | -3 | 0 | -0.1 | 2 | -2 | -0.8 | 0
C=CCOc1cc(OC)c(OC)c(OC)c1 | -1.0 | -0.6 | -0.2 | 3 | -7 | -3 | 2.2 | -6 | -1 | -1.1 | 1
O=c1[nH]ncc(N/N=C/c2ccccc2)c1Cl | 0.4 | -0.4 | 1.2 | 0 | -4 | 1 | 1.3 | -11 | 1 | -0.9 | -8
COc1ccc(Cc2noc(CN3CCN(c4ccc(Cl)cn4)CC3)n2)cc1OC | -4.7 | -7.0 | -2.5 | 2 | -3 | -7 | -3.6 | -8 | -2 | -2.9 | 0
OCC[C@H]1NCc2cc(CO)cc(-c3ccccc3)c21 | -0.7 | 1.6 | 0.3 | 2 | 6 | -5 | 1.1 | -2 | -4 | -0.6 | 4
Cc1c(C(=O)NC(=S)Nc2cccnc2)cccc1[N+](=O)[O-] | 1.8 | -0.4 | 0.0 | -1 | 4 | -2 | 0.9 | -5 | -1 | -0.7 | 0
Cc1nc2c(C#N)cnn2c2c1CCNN2C | -1.6 | -3.0 | 0.2 | -6 | -17 | -2 | 0.1 | -27 | 2 | -0.9 | -17
Cn1c(SCC(=O)c2cccs2)nnc1-c1ccco1 | 0.0 | 1.5 | 0.8 | 1 | -5 | 2 | 0.7 | -1 | 1 | -0.1 | -1
CCCCn1c(SCC(=O)Nc2cc(C)on2)nnc1-c1ccncc1 | 1.4 | -1.2 | -0.8 | -5 | 1 | -3 | 0.2 | -5 | 3 | -0.8 | 3
COc1ccc(CC(=O)OCC(=O)N2c3ccccc3CC2C)cc1OC (stereo not drawn) | 1.4 | 0.2 | -0.7 | 0 | 2 | 0 | -0.7 | -1 | -4 | -0.7 | 0
Cc1cccc2cc(-c3nc4c(C)cccn4c3NCc3ccco3)c(=O)[nH]c12 | -1.0 | -2.7 | -1.1 | -7 | -4 | 1 | -0.4 | -20 | 0 | -1.2 | -18
Cc1ccc(NC(=O)CCNS(=O)(=O)c2ccc(Br)s2)cc1 | -1.1 | 1.1 | -2.3 | 2 | -1 | -1 | -0.1 | -8 | 2 | -1.3 | 2
CCOC(=O)C1=C(COC(=O)CCc2ccc(CC)cc2)NC(=O)NC1C (stereo not drawn) | 0.7 | 3.0 | 0.6 | 7 | -1 | 3 | -0.6 | 0 | 6 | -1.2 | -3
CSc1ccccc1NC(=O)CN(c1cccc(C)c1)S(C)(=O)=O | -1.5 | -1.4 | 0.8 | -3 | 5 | -5 | -1.2 | 7 | -4 | -1.4 | 0
CCCCn1c(N)c(N(CC(C)C)C(=O)COC(=O)Cc2c(C)nc3ccccc3c2C)c(=O)[nH]c1=O | -0.2 | 0.9 | 0.5 | 0 | -5 | 2 | 0.8 | -5 | -8 | -0.9 | 1
Cc1ccc(C(CC(=O)NCc2ccco2)c2ccccc2)c(O)c1 (stereo not drawn) | -0.8 | 1.5 | 1.2 | 0 | -3 | -3 | -0.1 | 1 | 7 | -0.8 | -1
C/C(=N/OC(=O)c1ccc(C)cc1)c1cccs1 | -1.7 | 0.8 | -0.8 | 5 | -2 | 3 | -0.2 | 2 | -3 | -1.5 | 0
CCCOc1ccc(C(=O)Nc2cccnc2)cc1 | -1.5 | -0.2 | -0.3 | -1 | -2 | 2 | 0.0 | -4 | 4 | -1.4 | -1
CC(C)N(Cc1ccccc1)C(=O)COC(=O)c1ccc(S(=O)(=O)N2CCOCC2)cc1 | 1.2 | -0.6 | -0.4 | -4 | 2 | -2 | -0.4 | 2 | -1 | -1.1 | 1
CCCCCCN1CC(=O)N2Cc3[nH]c4ccccc4c3C[C@H]2C1=O | -3.0 | -1.2 | -0.9 | 10 | -9 | -2 | -0.3 | -33 | 11 | -1.3 | -16
Cc1nn(-c2cc(C)c3ccccc3n2)c2c1C1C(C2)C1(C)C (stereo not drawn) | 0.5 | 1.3 | 1.0 | -6 | -2 | -1 | 0.4 | -3 | 2 | -1.4 | 0
COc1ccc(OC)c(Nc2ccc(Nc3cc(OC)ccc3OC)nn2)c1 | -3.4 | -4.8 | -3.2 | -2 | 18* | -1 | -1.2 | 6 | 6 | -1.4 | 9
CSc1nc(=O)n2cccc(C)c2n1 | -1.8 | 1.3 | 1.0 | 3 | -10 | 0 | -0.6 | -3 | -2 | -1.3 | -3
Cc1nn(-c2ccccc2)c(-c2ccccc2[N+](=O)[O-])c1C(=O)O | -1.5 | -0.9 | / | 8 | -3 | -5 | -0.2 | -17 | -2 | -1.7 | -5
Cc1c(Cl)cccc1NC(=O)CC1Sc2ccccc2NC1=O (stereo not drawn) | -1.5 | -0.6 | 0.5 | 0 | 2 | 0 | 0.1 | -4 | -2 | -1.1 | 1
NC(=O)CSc1ccc(Br)cc1 | -1.1 | -1.4 | 0.4 | 1 | -1 | 5 | -0.5 | 1 | 0 | -1.1 | 1
Cn1c(=O)c2c(nc(NCCNC(=O)c3ccco3)n2Cc2ccccc2Cl)n(C)c1=O | -0.3 | -0.5 | -0.6 | -5 | -6 | -2 | -1.2 | 3 | -1 | -0.8 | 2
CCOc1cccc(/C=N/Nc2ccc(S(=O)(=O)N(CC)CC)cn2)c1O | -2.4 | -8.5 | -4.1 | -2 | -3 | -3 | -1.3 | -8 | -4 | -1.7 | -9
O=[N+]([O-])c1cc(C(F)(F)F)ccc1Cl | -0.8 | -1.6 | 0.1 | 9 | -3 | -6 | 2.6 | 1 | -2 | -1.6 | -2
CN(C)CCOCCP(=O)(c1ccccc1)c1ccccc1 | 0.1 | 0.7 | 2.5 | -7 | -2 | -1 | -0.2 | 4 | 1 | -1.8 | -1
CC(=O)N1CCN=C1SCc1ccc(Cl)cc1 | 0.2 | 0.6 | 1.2 | -3 | -4 | 2 | -0.4 | 3 | -2 | -1.3 | -1
Cc1cccc2sc(NS(C)(=O)=O)nc12 | 3.9 | 5.1 | -0.3 | 6 | 1 | -1 | 0.1 | 2 | 6 | -0.2 | 0
CCn1nc(C)c(Br)c1-c1nc(-c2cccc(C)c2)no1 | 1.6 | 4.1 | / | 3 | -1 | -4 | 0.0 | -2 | -3 | -0.3 | 1
CC(C)N1CCc2c(sc(NC(=O)c3nc4ccccc4s3)c2C(N)=O)C1 | -3.1 | -9.0 | -2.0 | -4 | -2 | -3 | -2.8 | -106 | 6 | -1.4 | -73
CC(C)c1ccc(OCC(=O)NC2CCCC2)cc1 | -1.3 | 0.9 | 0.0 | 3 | 0 | 5 | 0.5 | -2 | -2 | -0.8 | 1
Cc1ccc(/C=N/NC(=O)CNC(=O)Cc2ccccc2)o1 | -1.7 | 1.1 | 1.9 | -3 | 0 | -3 | 0.1 | 0 | 4 | -1.5 | -3
COc1cc(C(=O)N/N=C(\C)Cn2nc([N+](=O)[O-])cc2C)ccc1O | -0.7 | 2.3 | -0.2 | 2 | 1 | 1 | 0.2 | 4 | -2 | -0.9 | 1
c1ccc(CN2CCC3CC2c2c3cccc2N2CCOCC2)cc1 (stereo not drawn) | -1.1 | 4.0 | / | -2 | 0 | 4 | 0.0 | 4 | 0 | -1.2 | 2
O=C(NCc1cccnc1)NC1(c2ccccc2)CC1 | 1.8 | 1.3 | 0.8 | -6 | 1 | -3 | 0.0 | 4 | -3 | -1.2 | 1
COc1ccccc1N1CCN(C2CC(=O)N(c3ccc(Cl)cc3)C2=O)CC1 (stereo not drawn) | 0.5 | -1.7 | 2.0 | 2 | -4 | 3 | -0.1 | -4 | 2 | -1.4 | 0
O=c1/c(=C/c2ccc([N+](=O)[O-])cc2)sc2n1CCCN=2 | 2.5 | 4.6 | 2.0 | -7 | 0 | 8.7* | 0.7 | -4 | -1 | -0.8 | -7
N#Cc1cc(S(=O)(=O)c2ccc(Cl)cc2)c(N)[nH]c1=O | -0.1 | -0.7 | 0.2 | -8 | -4 | 1 | -0.4 | -47 | -1 | -1.5 | -40
C=CCSc1nnc(-c2ccc([N+](=O)[O-])cc2)o1 | 1.9 | 5.9 | 0.0 | 2 | -3 | 5 | 1.4 | -1 | 2 | -1.2 | 0
